dFosB act: enhances mouse delta FosB homodimer DNA binding. activation, % at 25 µM. purified delta FosB, TAMRA-CDK5 oligo fluorescence polarization; percent of positive-control signal above neutral wells. P13346. 340,000 compounds, 0.99% hits. AID 493131;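 active = mean activation above about 17%, with every replicate also reaching it, limit read from the data, passing the limit was not always enough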;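 note: fluorescence polarization rise as delta FosB binds a TAMRA Cdk5 AP-1 oligo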
PKA-R2B activ: PKA-R2B complex activation; P22694+P31323; PKA-R2B holoenzyme dissociation, Cy5-IP20 fluorescence polarization; R2B truncated from residue 108, S112A mutant; 0% DMSO only, 100% 113 µM cGMP; activation, % at 11.4 µM; 340,000 compounds, 0.079% hits; AID 504700;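 active = activation above a cutoff set at the mean over all compounds plus 3 SD, cut at about 18% in these data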;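 note: higher means more holoenzyme dissociation and a rise in polarization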
Target sequence (P31323 whole entry, looked up, other chains not shown, the tested form may be a part): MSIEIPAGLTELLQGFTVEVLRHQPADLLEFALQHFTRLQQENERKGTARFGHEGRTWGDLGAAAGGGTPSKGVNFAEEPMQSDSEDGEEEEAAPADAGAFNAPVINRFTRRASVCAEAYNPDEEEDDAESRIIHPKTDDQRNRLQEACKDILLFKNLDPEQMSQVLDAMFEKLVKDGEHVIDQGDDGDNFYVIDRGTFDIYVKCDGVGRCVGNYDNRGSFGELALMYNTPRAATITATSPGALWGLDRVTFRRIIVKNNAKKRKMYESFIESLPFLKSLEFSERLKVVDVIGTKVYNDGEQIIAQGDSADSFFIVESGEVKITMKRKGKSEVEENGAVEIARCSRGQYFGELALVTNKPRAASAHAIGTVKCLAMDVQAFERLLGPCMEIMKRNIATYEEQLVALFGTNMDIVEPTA
SR-BI DiI-HDL act: SR-BI HDL lipid transfer activation | CHO ldlA[mSR-BI] cells, DiI-HDL uptake fluorescence, 3 h; 100 = double the neutral-control signal | activation, % at 12.5 µM | 320,000 compounds, 0.096% hits;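 active = mean replicate activation of at least 60% and every replicate at or above 60%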;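 note: 0% = median plate neutral-control signal and 100% = twice that signal; values of inactives mirror those of a sister screen read the other way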
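Material: SR-BI-overexpressing, LDLR-lacking CHO cells; schedule: compound exposure 3 h, 37 °C; reagent: DiI-labelled HDL at 10 µg/mL final; technique: bottom-read fluorescence, 550/595 nm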
CDK5 p35 inh: blocks human CDK5/p35 kinase activity. Q00535+Q15078. Recombinant CDK5/p35, ADP-Glo luminescence, 60 min. inhibition, % at 10 µM. 330,000 compounds, 0.01% hits;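 active = highest replicate inhibition of at least 50% and at least 75% of replicates reaching 50%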;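 note: plate controls were DMSO neutral control for no effect and GW8510 at 10 µM for full effect; many of its hits are not listed in these tables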
PKA-R1A activ: activates the PKA-R1A holoenzyme complex | P00514+P68181 | PKA-R1A dissociation, Cy5-IP20 fluorescence polarization; scaled: DMSO 0%, 113 µM cGMP 100% | activation, % at 11.4 µM | 340,000 compounds, 0.083% hits;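 active = percent activation above the mean of all tested compounds plus 3 SD, cut at about 19% in these data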;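 note: higher means more PKAc released from R1A so a rise in polarization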
Pemphigus Ab inh: human desmoglein-3 autoantibody binding inhibition | binding (percent of control), % at 10 µM | P32926 | 310,000 compounds, 0.48% hits | DSG3-coupled beads, scFv-anti-DSG3-GFP binding, flow cytometry; hits give low values | AID 588358;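 active = binding more than 3 SD below its plate's average and above zero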;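 note: hits lower antibody fragment binding to DSG3; some compounds called inactive have numbers as strong as hits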
MITF act: increases MITF-driven TRPM1 promoter luciferase signal; SK-MEL-5 TRPM1-promoter luciferase, 24 h; % of positive control, neutral wells = 0; activation, % at 12.5 µM; 300,000 compounds, 0.75% hits; AID 588334;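 active = mean activation of at least 80% with every replicate also reaching 80%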;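 note: 0% = neutral control wells and 100% = parthenolide positive control wells; values of inactives mirror those of a sister screen read the other way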
SR-BI HDL uptake: blocks mouse SR-BI lipid uptake from DiI-HDL. inhibition, % at 12.5 µM. Q61009. 320,000 compounds, 0.96% hits. AID 488896. ldlA[mSR-BI] CHO cells, DiI-HDL uptake fluorescence, 3 h;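 active = mean replicate inhibition of at least 70% and a set share of replicates each scoring 70 or more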;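 note: 0% = median of neutral control wells and 100% = median of positive control wells; values of inactives mirror those of a sister screen read the other way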
Target sequence (Q61009 whole entry, looked up): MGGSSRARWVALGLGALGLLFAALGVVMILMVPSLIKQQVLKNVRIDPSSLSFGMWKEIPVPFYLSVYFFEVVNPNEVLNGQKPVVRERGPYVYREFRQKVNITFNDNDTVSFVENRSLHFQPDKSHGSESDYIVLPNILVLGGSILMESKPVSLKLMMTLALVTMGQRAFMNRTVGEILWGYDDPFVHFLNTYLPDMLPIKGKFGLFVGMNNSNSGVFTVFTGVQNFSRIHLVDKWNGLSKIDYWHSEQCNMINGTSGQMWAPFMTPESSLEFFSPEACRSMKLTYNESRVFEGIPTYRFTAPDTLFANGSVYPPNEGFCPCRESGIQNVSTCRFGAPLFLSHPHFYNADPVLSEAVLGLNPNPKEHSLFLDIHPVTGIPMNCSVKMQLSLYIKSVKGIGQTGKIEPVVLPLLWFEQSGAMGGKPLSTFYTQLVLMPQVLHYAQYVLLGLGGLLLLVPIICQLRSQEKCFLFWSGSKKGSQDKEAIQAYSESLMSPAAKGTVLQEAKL
SUMO Mot1 rescue: inhibitors of SUMOylation pathway: yeast Mot1-301 growth rescue; S. cerevisiae Mot1-301 growth rescue, ATP luminescence, 38.5C; percent above DMSO median, 100 means doubled; growth rescue, % at 18.8 µM; 320,000 compounds, 1% hits;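 active = every valid replicate shows activation above 250% relative to neutral control wells; inactive = the rest, any valid replicate at or below 250%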;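 note: OY570 slx delta 5 strain wells were the positive control but not used for scaling; some compounds called inactive have numbers as strong as hits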
Arr AP2 block: blocks beta-arrestin peptide binding to AP2 adaptin. AID 504490. FITC-arrestin peptide / GST-AP2 beads, flow cytometry; AP2 beta2 appendage carries R879A mutation. 340,000 compounds, 0.31% hits. inhibition, % at 10 µM;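 active = inhibition above a set limit, near 3 SD of compounds lacking own fluorescence, cut at about 54% in these data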;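 note: plate controls were DMSO wells for no effect and 5 µM unlabelled arrestin peptide for full effect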
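Measured by: flow cytometry, FL1 (488/535 nm); Material: AP2 appendage R879A on GSH beads; Evaluation: percent response; Timing: pre-incubation 12 min, peptide binding 1 h, room temperature; Also added: 50 nM FITC-arrestin peptide; Medium: PBS with 0.05% Tween 20 and 0.1% BSA.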
NSD2 inh: blocks human histone methyltransferase NSD2. 310,000 compounds, 0.54% hits. NSD2 peptide methylation, AlphaScreen, 120 min. AID 743445. inhibition, % at 12.5 µM; in the data active = inhibition above about 50%
Starred values were filed as active, the others as inactive; x = not tested or not shown.

SMILES	dFosB act	PKA-R2B activ	SR-BI DiI-HDL act	CDK5 p35 inh	PKA-R1A activ	Pemphigus Ab inh	MITF act	SR-BI HDL uptake	SUMO Mot1 rescue	Arr AP2 block	NSD2 inh
CCOC(=O)N1CCC(N2CCCC(CO)(Cc3ccccc3C)C2)CC1 (stereo not drawn)	9.2	4.8	-7.3	-0.8	4.7	126.3	-14.0	7.3	198.6	5.1	0.8
C=C1c2ccccc2O[C@H](C(=O)OCC)[C@@H]1C1CCCCC1	3.6	-5.0	-31.0	-2.1	2.1	100.8	1.7	31.0	x	2.4	x
COc1ccc(CSc2ccc(S(=O)(=O)N3CCCCC3)cn2)cc1F	-3.6	-10.6	-0.3	1.0	-13.2	85.7	-6.2	0.3	x	-9.8	1.4
CC1(C)N=C(SCC(=O)Nc2ccccc2)C(c2ccc(Cl)cc2)=N1	-9.0	-5.3	-29.3	-0.8	-1.9	x	7.6	29.3	222.5	27.6	-5.2
CCOc1cc(CO)cc(Br)c1OCC(N)=O	1.0	-5.8	23.9	0.2	4.5	102.8	-5.2	-23.9	16.7	5.9	-4.6
Cc1ccc(NS(=O)(=O)c2ccc(-c3ccc(=O)[nH]n3)o2)c(C)c1	-12.1	-5.9	8.2	x	-11.1	101.5	9.7	-8.2	4.6	-0.3	3.3
O=C(CN1CCCCC1)Nc1ccccc1NC(=O)CN1CCCCC1	-7.5	-0.7	30.5	0.1	-3.1	98.8	x	-30.5	-7.1	44.2	-8.4
Cc1ncoc1C(=O)N1CCCC(C(=O)c2cccc(C(F)(F)F)c2)C1 (stereo not drawn)	-4.6	0.0	x	2.7	-6.4	98.3	7.0	x	-10.9	17.1	-1.6
Cc1cc(NCCOCCO)n2ncc(-c3ccc(Cl)cc3)c2n1	-0.3	-1.5	-31.9	0.9	-2.6	110.8	-12.1	31.9	-2.6	-18.6	-2.8
COC(=O)c1nc(N)sc1-c1ccccc1	-4.5	9.9	11.7	0.8	-3.2	107.2	x	-11.7	-5.4	0.7	1.1
CC(=O)Nc1ccc(S(=O)(=O)N2CCC(C(=O)NCCC(=O)Nc3nccs3)CC2)cc1	-11.1	-10.6	2.9	x	-3.8	97.0	-7.2	-2.9	9.5	2.1	-1.9
CCN(CCCNC(=O)Cn1ncc2c([nH]c3ccc(C)cc32)c1=O)c1cccc(C)c1	2.8	0.7	-2.8	1.0	-7.0	x	-7.2	2.8	-10.6	44.5	x
Cc1cc(C)c2c(CN3CCN(C/C=C/c4ccccc4)CC3)cc(=O)oc2c1	0.8	0.7	-17.9	-1.3	-11.7	x	x	17.9	-16.5	-12.8	0.3
Cc1ccc(NC(=O)Cc2ccc(Cl)cc2)nc1	-8.3	13.0	7.7	6.3	-3.5	x	19.1	-7.7	19.0	4.3	1.8
c1cnc(N2CCN(c3ccc4ccccc4n3)CC2)nc1	-6.2	-1.8	-18.8	0.2	-0.9	117.2	27.3	18.8	12.2	-0.1	-5.9
Cc1cccc(-c2noc(CN(C(=O)c3c(-c4ccccc4Cl)noc3C)C(C)C)n2)c1	-10.3	-0.4	-21.4	-0.9	5.0	104.5	-5.5	21.4	-19.4	-1.7	x
O=C(CN1CCCCCCC1)Nc1cc(Cl)cc(Cl)c1	-9.4	-11.4	-7.6	-1.1	-8.3	102.1	-4.0	7.6	x	-6.7	-0.1
COc1ccc(C(=O)N(C)Cc2ccccc2F)cc1S(=O)(=O)N1CCCC1	-14.0	-3.6	16.9	-2.0	-1.4	99.4	-7.0	-16.9	-0.1	-3.6	5.4
Cc1[nH]nc2c1C(c1ccccn1)N(c1ccc(Br)cc1)C2=O (stereo not drawn)	-8.5	-3.2	-29.6	0.4	-2.6	101.6	x	29.6	-2.3	4.3	-2.1
Cc1cccc(NC(=O)COC(=O)CCc2c[nH]c3ccccc23)c1C	2.4	-5.3	17.9	-0.6	-13.3	92.1	1.3	-17.9	13.2	-3.3	-0.3
Cc1c(C(=O)N2CCN(c3ccc(F)cc3)CC2)oc2c1C(=O)CCC2	-2.2	4.7	-25.8	-3.5	-15.0	98.2	-9.2	25.8	116.8	4.6	2.2
CCc1ccccc1OCCCCCNCCO	-0.5	-3.0	-2.6	1.4	3.3	98.7	5.4	2.6	48.6	-1.1	7.7
COc1ccc(C(=O)NCCc2nnc(SCC(=O)Nc3ccc(Br)cc3)n2C)cc1	-8.7	1.7	-3.6	0.8	2.3	99.0	26.1	3.6	10.3	-2.4	-1.1
CC(=O)C(Cc1ccccc1)NC(=O)COC(=O)CCN1C(=O)C2CC=CCC2C1=O (stereo not drawn)	-3.2	1.4	3.1	-1.7	-0.3	96.8	-2.7	-3.1	-2.9	-14.2	20.5
O=S(=O)(NCCc1cn2ccccc2n1)c1ccc2c(c1)CCCC2	-5.8	2.4	22.5	0.6	0.6	100.0	x	-22.5	7.2	24.6	x
Cc1c(C(=O)NC(C)c2ccc(-n3ccnc3)cc2)cccc1[N+](=O)[O-] (stereo not drawn)	-2.1	6.2	19.1	0.6	1.1	104.0	-1.8	-19.1	407.0*	8.7	-1.7
Cc1cccc(CS(=O)(=O)c2ncc(CO)n2C)c1	1.4	-8.1	8.0	0.3	2.8	95.7	x	-8.0	0.7	-9.3	-6.0
O=c1[nH]c(N/N=C\c2ccc3c(c2)OCO3)nc2ccccc12	34.4*	1.5	3.7	-1.5	10.8	92.7	52.5	-3.7	-9.2	5.0	0.9
Cc1ccc(-n2nc3c(c2NC(=O)C2CC2)CS(=O)(=O)C3)cc1C	4.5	-8.6	20.5	0.2	-6.3	x	-5.3	-20.5	4.2	-8.5	-1.0
Cc1[nH]c2ccccc2c1C(=O)C(=O)NCc1ccco1	-10.0	-9.3	14.7	-2.7	4.0	105.0	0.0	-5.2	-0.4	-5.4	1.1
O=C(CSc1ncccn1)NCc1ccc(F)cc1	3.2	-13.5	32.7	0.2	-11.8	106.6	6.2	-32.7	-20.1	-2.7	1.9
O=C(Nc1nnc(-c2ccco2)o1)c1ccc([N+](=O)[O-])s1	-3.4	-7.7	-8.3	0.4	-2.7	109.1	-5.8	8.3	-7.1	23.8	0.3
COc1cccc2sc(N3CCN(C(=O)c4ccc([N+](=O)[O-])o4)CC3)nc12	-1.8	-6.2	-15.7	0.5	3.1	103.0	-66.1	15.7	-7.0	-9.9	-2.6
Cn1c(SCCc2ccc([N+](=O)[O-])cc2)nccc1=O	-3.9	-13.2	-4.5	-3.5	0.2	109.0	x	4.5	20.3	15.1	0.6
Cc1ccc(-c2nnc(NC(=O)c3ccc([N+](=O)[O-])o3)o2)c(C)c1	-4.7	2.8	5.0	0.0	5.3	104.6	-15.5	-5.0	21.0	-1.1	2.8
O=C(CN1C(=O)c2ccccc2C1=O)N1CCN(S(=O)(=O)c2ccccc2)CC1	5.9	-7.2	24.1	-1.0	-12.8	99.7	4.3	-24.1	-3.6	3.5	-1.0
Cn1ncc2c(Nc3ccc(-c4ccccc4)cc3)ncnc21	-6.0	5.7	-11.2	0.1	9.0	120.9	34.7	11.2	52.8	7.9	6.4
COc1ccccc1OCC(=O)N1CCN(c2ccccc2OC)CC1	-6.8	-4.2	-12.0	0.3	-4.7	97.0	-3.6	12.0	-13.2	-0.8	-2.8
Cc1c(NC(=O)c2ccc(Cl)c(S(=O)(=O)N3CCCCC3)c2)c(=O)n(-c2ccccc2)n1C	-2.3	-8.5	6.2	0.5	-6.7	116.3	-0.5	-6.2	-6.5	-5.3	-2.0
CC(OC(=O)Cc1ccc(Cl)cc1)C(=O)NCCC1=CCCCC1 (stereo not drawn)	-13.3	1.8	8.9	1.9	10.7	104.8	1.8	-8.9	24.7	32.6	-2.0
COc1cc2cnc(-c3ccccc3)c(C(=O)c3ccc(OCc4ccccc4)cc3)c2cc1OC	7.4	-0.7	3.5	6.5	-4.1	96.9	16.9	-3.5	x	6.6	x
CCOC(=O)c1ccc(NC(=O)c2cccnc2)cc1	-5.0	-6.4	1.6	0.0	-4.4	102.0	22.7	-1.6	-1.3	-4.4	-1.9
CN(C(=O)c1cccc(C#N)c1)c1nnc(C2CCCO2)s1 (stereo not drawn)	5.3	-0.6	18.1	-0.3	2.7	100.0	0.4	-18.1	x	-5.4	-3.4
COc1ccc(-n2nc(C(C)=O)c(=O)[nH]c2=O)cc1	-2.9	-0.7	8.9	-0.9	-12.4	101.0	-3.0	-8.9	9.4	41.6	-2.1
CC(=O)NC(CC(C)C)C(=O)NC(CO)C(=O)NC(CCC(=O)O)C(=O)NC(C)C(=O)NC(CC(C)C)C(N)=O (stereo not drawn)	3.4	-19.1	35.5	0.1	-3.0	106.0	4.4	-35.5	782.3*	3.7	x
COC(=O)[C@H](CC(C)C)NC(=O)Cn1cnc2c(SC)nc(N)nc21	2.6	5.0	0.0	0.2	-0.9	97.6	1.7	0.0	-27.1	-4.4	x
CC(C)CC(=O)N1CCN(S(=O)(=O)c2ccc(F)cc2)CC1	-8.5	-4.0	11.0	-0.3	5.8	101.4	2.1	-11.0	5.3	7.8	-1.7
COCCNC(=O)CN(C(=O)Cn1nnc2ccccc21)c1ccccc1	0.0	-7.4	5.8	1.0	-13.1	105.5	-1.0	-5.8	-3.2	19.9	1.8
CCN(CC(=O)Nc1c(F)cccc1F)C(=O)c1cccnc1Sc1ccccc1	-2.4	6.2	-9.9	-0.5	-4.7	99.4	1.3	9.9	182.6	2.4	15.6
CCCCOc1ccc(C2(C)NC(=O)N(C)C2=O)cc1 (stereo not drawn)	4.2	-4.5	-0.3	0.2	-0.6	110.4	0.8	0.3	5.4	-9.9	-4.8
Cc1cc(/C=C(\C#N)C(=O)NC2CCCCCC2)c(C)n1C	-2.6	2.0	-14.7	-1.9	-2.1	121.0	37.6	14.7	170.5	-2.2	-0.8

Part of the list above in another layout.
Every second line gives: dFosB act | PKA-R2B activ | SR-BI DiI-HDL act | CDK5 p35 inh | PKA-R1A activ | Pemphigus Ab inh | MITF act | SR-BI HDL uptake | SUMO Mot1 rescue | Arr AP2 block | NSD2 inh
CC(C)CC(=O)N1CCN(S(=O)(=O)c2ccc(F)cc2)CC1
  -8.5 | -4.0 | 11.0 | -0.3 | 5.8 | 101.4 | 2.1 | -11.0 | 5.3 | 7.8 | -1.7
CCOC(=O)c1ccc(NC(=O)c2cccnc2)cc1
  -5.0 | -6.4 | 1.6 | 0.0 | -4.4 | 102.0 | 22.7 | -1.6 | -1.3 | -4.4 | -1.9

Screening results from PubChem.
